Bioassay records as filed in PubChem.
Wee1 stabilizer: blocks degradation of human Wee1 kinase; 1.2% of 220,000 active; HeLa Luc-Wee1K328M stability, luciferase luminescence; 100% = proteasome inhibitor MG132 effect; P30291; reporter increase, % at 5 µM;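 active means activation above the mean of all tested compounds plus 3 SD, set per screening run, cut at about 8.8% in these data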;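 further: cells exposed to compound for 20 h before luminescence read; 0% = DMSO alone and 100% = MG132 at 30 µM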
Target sequence (P30291 whole entry K328M): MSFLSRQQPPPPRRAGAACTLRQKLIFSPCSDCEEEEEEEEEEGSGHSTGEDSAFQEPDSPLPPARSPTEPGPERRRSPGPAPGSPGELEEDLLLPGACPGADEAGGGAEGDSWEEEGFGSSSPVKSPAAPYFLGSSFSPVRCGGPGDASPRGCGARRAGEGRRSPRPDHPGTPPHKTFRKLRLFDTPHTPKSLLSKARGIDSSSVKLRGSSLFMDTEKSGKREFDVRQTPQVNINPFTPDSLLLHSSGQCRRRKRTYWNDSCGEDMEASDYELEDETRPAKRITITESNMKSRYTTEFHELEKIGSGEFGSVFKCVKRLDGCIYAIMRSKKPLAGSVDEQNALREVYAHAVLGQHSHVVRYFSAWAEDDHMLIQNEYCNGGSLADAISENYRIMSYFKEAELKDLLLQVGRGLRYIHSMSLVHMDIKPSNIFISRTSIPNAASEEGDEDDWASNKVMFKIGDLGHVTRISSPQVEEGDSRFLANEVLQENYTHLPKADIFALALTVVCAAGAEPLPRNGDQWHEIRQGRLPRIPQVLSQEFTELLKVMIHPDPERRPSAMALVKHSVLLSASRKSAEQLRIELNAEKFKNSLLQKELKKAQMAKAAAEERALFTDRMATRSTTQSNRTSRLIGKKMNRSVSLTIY
Ba/F3 V617F tox: reduce viability of Ba/F3 cells dependent on JAK2V617F; 1.1% of 220,000 active; inhibition, % at 5.6 µM; Ba/F3 EpoR-JAK2V617F viability, ATP luminescence;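 active means inhibition above the campaign mean plus 3 SD over all tested compounds, cut at about 24% in these data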;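 further: cytokine-independent growth of Ba/F3 cells driven by EpoR plus mutant JAK2; 0% = DMSO-treated cells and 100% = JAK inhibitor I control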
PPC-1+TRAIL kill: kills PPC-1 cancer cells in the presence of TRAIL. AID 1443. PPC-1 cells + TRAIL, ATPLite viability luminescence. cell killing (% activity), % at 4 µM. 0.41% of 220,000 active;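 active means cell killing above 50% in the first pass at 4 µM, then a duplicate retest at 5 µM averaging 50% or more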;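 further: plate controls were cells with TRAIL plus DMSO for no effect and medium-only wells lacking cells for full effect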
TNF death inh: TNF-alpha cell death inhibition in Jurkat FADD-/- cells; 0.068% of 220,000 active; Jurkat FADD-/- TNF necroptosis rescue, ATP luminescence, 24 h; 0 = TNF only, 100 = no-TNF cells; activation (protection from cell death), % at 10 µM; AID 463075;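 active means activation, meaning protection from cell death, of at least 50% relative to plate controls; inactive means activation below 50%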;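 further: necroptosis triggered by 40 ng/mL TNF-alpha added together with compound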
TRPN1 ag: zebrafish TRPN1 (NompC) channel agonism | HEK293 zebrafish TRPN1-YFP, Fluo-8 calcium fluorescence; 100% = response to 87 µM carbachol | 0.18% of 220,000 active | AID 1424 | activation, % at 3 µM;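 active means activation above its plate's cutoff, the mean activation of test wells on that plate plus 3 SD, cut at about 19% in these data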;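 further: 0% = DMSO alone and 100% = 87 µM carbachol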
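Material: zebrafish TRPN1-YFP in HEK293 cells. Doses: one dose of 3 µM, 0.3% DMSO. Incubation: dye 1 h 37 °C plus 30 min RT. Measured by: intracellular calcium fluorescence with Fluo-8.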
CHOP inh: CHOP inhibition in unfolded protein response; AID 2732; CHO-K1 CHOP-promoter luciferase, tunicamycin-induced, 15-18 h; inhibition, % at 10 µM; 3.8% of 220,000 active;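 active means compounds that reduced the stress-induced luciferase reporter signal by more than about 70% of percent inhibition, limit read from the data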;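 further: 0% = tunicamycin plus vehicle and 100% = wells without tunicamycin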
BaF3 parental: parental Ba/F3 viability inhibition as JAK2V617F counter-screen; CellTiter-Glo ATP luminescence; inhibition, % at 5.6 µM; 1.1% of 220,000 active; AID 1486;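 active means inhibition above a per-campaign cutoff, the mean inhibition of all tested compounds plus 3 SD, cut at about 27% in these data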;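 further: 0% = DMSO wells and 100% = JAK Inhibitor I control wells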
TRPML3 agonist: activates the human TRPML3 channel; HEK293 TRPML3-YFP, Fluo-8 calcium fluorescence; 100% = the carbachol control signal; activation, % at 3 µM; 0.29% of 220,000 active; AID 1448;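 active means activation above its plate's cutoff, the mean activation of the plate's test wells plus 3 SD, cut at about 12% in these data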;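 further: 0% = DMSO only wells and 100% = carbachol wells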
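Material: HEK293 cells stably carrying human TRPML3-YFP; compound dosing: single dose, 3 µM final nominal compound, 0.3% DMSO final; incubation: 1-h 37 °C dye load, 5-s basal, 120-s post-compound reads; technique: Fluo-8 intracellular calcium fluorescence, excitation 470-495 nm, emission 515-575 nm; read-out basis: percent activation from peak-to-basal fluorescence ratio, scaled between DMSO and carbachol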
RBBP9 inh: human RBBP9 hydrolase inhibition | recombinant RBBP9, FP-Rh probe fluorescence polarization | inhibition, % at 7.94 µM | 0.2% of 220,000 active;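 active means inhibition above the campaign mean of all tested compounds plus 3 SD, cut at about 14% in these data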;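 further: plate controls were DMSO wells with RBBP9 for no effect and wells lacking RBBP9 protein for full effect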
Target sequence (O75884 whole entry, looked up): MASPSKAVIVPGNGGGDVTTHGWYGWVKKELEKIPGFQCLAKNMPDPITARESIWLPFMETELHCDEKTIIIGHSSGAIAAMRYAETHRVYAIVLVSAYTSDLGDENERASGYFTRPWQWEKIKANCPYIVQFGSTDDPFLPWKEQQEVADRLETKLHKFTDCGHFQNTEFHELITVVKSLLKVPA
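Test system: recombinant human RBBP9; Timing: 30 min then 45 min, 25 °C; Detection: fluorescence polarization; Control set: RBBP9 with DMSO as uninhibited control, no-protein wells as full inhibition; Compound dosing: one concentration, 7.94 µM nominal, 0.794% DMSO; Probe or stimulus: FP-Rh activity-based probe, 375 nM before mixing.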
The depositor's hits bear a star; · = no result given.

SMILES | Wee1 stabilizer | Ba/F3 V617F tox | PPC-1+TRAIL kill | TNF death inh | TRPN1 ag | CHOP inh | BaF3 parental | TRPML3 agonist | RBBP9 inh
O=C(O)CCCN1C(=O)/C(=C\c2ccc(-c3nc4ccccc4s3)o2)SC1=S | -2 | -2 | 11 | 0.3 | 2.4 | 2 | 2 | 1.3 | 6
Cn1cc(/C=C/c2nc3ccccc3c(=O)n2-c2cccc([N+](=O)[O-])c2)c2ccccc21 | 5 | 0 | -18 | 1.4 | -1.4 | 86* | 1 | 0.2 | -7
O=C(Cn1c(-c2ccco2)nc2ccccc21)N1CCCCC1 | -1 | 1 | -5 | -3.1 | 0.5 | -11 | 4 | 0.3 | -8
Cn1c2c(c(=O)n(C)c1=O)C(C(F)(F)F)(C(F)(F)F)N=C(C1CCCCC1)N2 | -4 | -1 | 8 | 0.0 | 1.5 | 27 | 3 | 0.4 | -13
Cc1ccc(S(=O)(=O)N(CC(=O)NCc2ccco2)C2CCCCC2)cc1 | -2 | 0 | 27 | 0.8 | 1.4 | 15 | 3 | 0.1 | -11
O=C(Nc1cc(F)c(Br)cc1F)c1ccc(Cl)cc1 | 4 | -1 | 18 | 2.2 | -1.4 | 33 | 1 | -0.3 | -3
COc1cc(C)c(C(C)C)cc1S(=O)(=O)N1CCN(C)CC1 | 5 | 1 | 3 | 0.7 | -0.5 | 29 | 5 | 0.4 | 4
Cc1ccc2c(=O)c(C(=O)NCc3cccs3)c[nH]c2c1 | 0 | -1 | 21 | 0.9 | 0.4 | -4 | 4 | 0.0 | -3
CC12CCC(=O)N1C(C(=O)O)Cc1c2[nH]c2ccccc12 (configuration not stated) | -1 | -2 | 2 | -1.3 | 1.5 | 39 | 6 | 0.4 | -6
O=c1[nH]ncc(N/N=C\c2ccc(O)cc2O)c1Cl | -3 | 3 | 17 | -13 | 0.5 | -19 | -1 | 0.5 | -5
COc1ccc(CCNC(=O)Cn2c(=O)[nH]c3ccsc3c2=O)cc1OC | 0 | -2 | 16 | 0.0 | 4.4 | 20 | 6 | 1.1 | 0
COc1ccccc1S(=O)(=O)Cc1ccc(C(=O)NCc2cccs2)o1 | -2 | -2 | 17 | -2.3 | 1.7 | 30 | -1 | 1.0 | -4
O=C(c1oc(=O)c2ccccc2c1-c1ccccc1)N1CCC(O)CC1 | 2 | -2 | 3 | -0.9 | 1.6 | 1 | 3 | 1.4 | -4
CC1=NN(c2ccc(Br)cc2)C(=O)/C1=C/c1cccs1 | -3 | 3 | -5 | -3.7 | 2.7 | · | 2 | 0.4 | -5
CCC(C)NC(=S)N1CCN(Cc2ccccc2)CC1 (configuration not stated) | -5 | -2 | -18 | 0.8 | -1.0 | 18 | 2 | 0.5 | 0
COc1ccc(/C=C2/C(=O)N=C(N)N2C)cc1OC | 1 | 2 | 10 | -0.2 | 1.0 | 34 | 6 | -0.4 | 2
Clc1ncccc1-c1nnn(-c2ccccc2Br)n1 | -1 | 2 | 4 | -1.4 | -0.8 | -13 | -3 | -0.8 | -1
COc1ccc(NS(=O)(=O)c2cc(NC(=O)C3CCCCC3)ccc2N2CCOCC2)cc1 | 0 | 5 | 1 | 2.2 | -0.2 | 45 | 8 | 0.6 | -8
O=C1C2CC=C(Cl)CC2C(=O)N1CCN1CCOCC1 (configuration not stated) | -1 | -2 | -6 | -1.1 | 0.6 | 11 | 3 | 0.4 | -3
Cc1cccc(NC(=O)C2CCCN(S(=O)(=O)c3cccc4nsnc34)C2)c1 (configuration not stated) | -1 | -1 | 21 | -0.3 | -0.8 | 19 | 4 | -0.5 | -3

Part of the list above in order of length of the SMILES, lowest first.
SMILES | Wee1 stabilizer | Ba/F3 V617F tox | PPC-1+TRAIL kill | TNF death inh | TRPN1 ag | CHOP inh | BaF3 parental | TRPML3 agonist | RBBP9 inh
CCC(C)NC(=S)N1CCN(Cc2ccccc2)CC1 (configuration not stated) | -5 | -2 | -18 | 0.8 | -1.0 | 18 | 2 | 0.5 | 0
COc1ccc(/C=C2/C(=O)N=C(N)N2C)cc1OC | 1 | 2 | 10 | -0.2 | 1.0 | 34 | 6 | -0.4 | 2
CC1=NN(c2ccc(Br)cc2)C(=O)/C1=C/c1cccs1 | -3 | 3 | -5 | -3.7 | 2.7 | · | 2 | 0.4 | -5

Later entries
SMILES | Wee1 stabilizer | Ba/F3 V617F tox | PPC-1+TRAIL kill | TNF death inh | TRPN1 ag | CHOP inh | BaF3 parental | TRPML3 agonist | RBBP9 inh
CN(C)c1ccc(CNc2nc(-c3ccccc3)nn2S(C)(=O)=O)cc1 | 4 | 4 | -24 | 1.2 | -2.9 | -7 | 8 | -0.2 | -8
Cc1ccc(CNS(=O)(=O)c2ccc3c(c2)CCN3C(=O)CCCC(=O)O)cc1 | 0 | -1 | -7 | 1.1 | 0.5 | 5 | 4 | 0.6 | 0
C(=C\c1ccccc1)/C=N/Nc1nc2ccccc2[nH]1 | 5 | -3 | 21 | -5.6 | 0.3 | -51 | 0 | -0.1 | 3
Fc1cccc(Nc2nc3ccccc3n3nnnc23)c1 | -2 | 0 | -6 | -3.6 | -0.3 | 87* | 2 | 0.3 | -6
O=C(NNC(=O)c1oc2ccccc2c1-n1cccc1)c1ccco1 | 1 | -1 | 18 | 0.0 | 0.7 | 24 | -1 | 0.4 | -4
CCOC(=O)CSc1nc(N)c(C#N)c(-c2ccc(OC)cc2)c1C#N | -3 | -3 | 5 | 0.3 | 1.0 | -5 | -3 | 0.8 | 4
CNC(=O)c1cc(C(=O)c2ccccc2C(F)(F)F)c[nH]1 | -3 | -1 | -5 | -1.4 | 3.2 | 8 | 2 | 1.9 | -4
CN1C(=O)/C(=C/c2ccccc2OCc2ccccc2)NC1=S | -4 | -1 | 24 | 1.1 | -1.5 | -18 | 4 | -0.2 | 4
CCN1CCN(c2c(Cl)cccc2NC(=O)c2ccc3c(c2)OCCO3)CC1 | 2 | -1 | 8 | 2.9 | 0.2 | 16 | -1 | 0.8 | -5
COc1cc(C2NC(=S)NC(C)=C2C(=O)Nc2ccc(C)cc2)ccc1O (configuration not stated) | 0 | -1 | 5 | 1.4 | 1.5 | -12 | 1 | 0.4 | -7
CCOC(=O)N/N=C(\C)c1cccs1 | 4 | 0 | 18 | -0.1 | -1.1 | -16 | 7 | -0.2 | -7
CCOC(=O)NC(=O)CSc1nnc(SCCC(=O)O)s1 | 3 | -3 | -4 | 2.4 | -1.6 | 9 | 5 | 0.7 | -5
CSCCC(NC(N)=O)C(=O)Nc1ccc2ccccc2c1 (configuration not stated) | 0 | 3 | 12 | 2.4 | -0.3 | 11 | 8 | 1.2 | -5
CN1CCN(c2nc(-c3ccccc3)nc(-c3ccc(F)cc3)c2C#N)CC1 | -1 | 3 | 12 | 2.4 | -2.1 | 2 | 11 | 0.6 | -4
CC(=O)N1CCN(c2ccc([N+](=O)[O-])cc2C#N)CC1 | -2 | 2 | 8 | 0.9 | 0.7 | -6 | -1 | 0.2 | -5
COc1ccccc1N1CCN(c2nc3ccccn3c(=O)c2C=O)CC1 | -2 | -3 | 1 | -7.4 | 0.0 | 32 | 2 | 0.3 | -3
CCN(CC)C(=O)/C=C/c1ccc(OC)c(S(=O)(=O)N2CCCCC2)c1 | -3 | 1 | 19 | 1.4 | 4.4 | 7 | 8 | 0.9 | -1
O=C(CSc1nc(-c2ccco2)cc(C(F)(F)F)n1)Nc1ccc(C(=O)N2CCOCC2)cc1 | -1 | -2 | 8 | 0.2 | 0.4 | 12 | 0 | 0.5 | 6
O=C(c1cccnc1)N1CCc2ccccc2C1 | -2 | 1 | -12 | 0.4 | 0.4 | 9 | 5 | 0.9 | -8
O=C(NCC(F)(F)F)Nc1cccnc1 | -1 | 0 | 32 | 0.5 | -0.7 | 13 | 1 | 1.2 | 0
CCC(C)(C)NC(=O)Cc1ccccc1OC | 2 | -4 | 8 | 1.8 | 1.6 | 5 | -1 | -0.3 | -9
COCCNC(=O)Nc1ccc(F)cc1 | 3 | -4 | 6 | 0.1 | 0.0 | 3 | -1 | 1.3 | 4
COc1ccc(NC2=NCCC(=O)N2Cc2cccs2)cc1 | 1 | -5 | 3 | -3.1 | -0.3 | -4 | 0 | -0.5 | 1
Cc1ccc(SCc2nnc(NC(=O)c3ccccc3)s2)cc1 | 2 | 7 | -13 | -1.2 | 2.2 | -19 | 12 | 0.0 | -4
CCN(CC(=O)NCc1ccc(F)cc1)C(=O)/C=C/c1cccs1 | 2 | -4 | -10 | 0.3 | -2.0 | 16 | -3 | 0.3 | 0
COc1ccc(-c2cc(OC)c3c(C)oc(C)c3c(=O)c2)cc1OC | 1 | -6 | 0 | -3.7 | 1.2 | 22 | 3 | 0.9 | -5
O=C1CC(N2CCN(C/C=C/c3ccccc3)CC2)C(=O)N1Cc1cccs1 (configuration not stated) | 0 | -2 | 3 | 0.5 | 1.7 | 57 | 4 | 2.1 | -7
Cc1[nH]nc2c1C(c1ccc(-c3ccccc3C#N)o1)C(C#N)=C(N)O2 (configuration not stated) | -2 | -2 | 14 | -6.1 | -0.2 | 3 | 0 | -0.1 | 3
Cc1ccc(C(=O)NCc2ccccn2)o1 | 1 | -2 | 0 | 1.0 | 0.2 | -5 | 3 | 0.9 | -5
Cc1n[nH]c(=O)nc1N/N=C/c1ccc(O)c([N+](=O)[O-])c1 | -2 | 0 | 13 | -0.2 | 1.7 | 6 | 6 | 0.9 | -7
COc1ccc(NC(=O)c2ccc(CNS(=O)(=O)c3cccc(OC)c3)cc2)cc1 | -2 | -3 | 8 | 1.4 | 0.7 | -4 | 4 | -0.2 | -10
O=C(COC(=O)c1ccc(S(=O)(=O)NCc2ccco2)cc1)NCCC1=CCCCC1 | 0 | -2 | 14 | -3.2 | 3.3 | 67 | 0 | 1.2 | -4
CCCN1C(=O)C2(C(C(=O)c3ccc(C)o3)=C(O)C(=O)N2CCCN2CCOCC2)c2ccccc21 (configuration not stated) | -2 | 2 | -4 | -2.5 | 0.8 | 13 | 1 | 1.3 | -6
CC1=C(C(=O)NC(C)C)C2(CCC(C)CC2)OC1=O (configuration not stated) | 0 | 1 | · | 0.4 | 2.3 | 36 | 3 | 0.5 | -6
Cn1cccc1/C=N/NC(=O)c1ccncc1 | 5 | 1 | 0 | -0.9 | -0.1 | 1 | -3 | 0.0 | -6
CCNC(=O)COC(=O)Cc1ccc(Cl)cc1Cl | 1 | 2 | -1 | 0.3 | 0.9 | 1 | 7 | -1.4 | -8
O=C1CCCC2=C1C(c1cccs1)CC(=O)N2c1ccc(F)cc1 (configuration not stated) | 5 | -2 | 2 | 0.9 | -0.6 | -4 | -3 | 0.1 | 6
Cc1cc(-c2ccccc2)nc(SCc2ccc(C(=O)O)o2)n1 | -1 | -5 | 14 | -0.5 | 0.8 | 44 | 0 | 0.8 | 2

Not a hit list (roughly 6.8% active in at least one column).
